Source: PubChem BioAssay
FadD28 binding = inhibitors of Mycobacterium tuberculosis FadD28 bisubstrate binding. FadD28 bisubstrate probe binding, fluorescence polarization. inhibition, % at 12.5 µM. 360,000 tested, 0.22% active. AID 588549; in the data active = inhibition above about 8.5%, passing the limit was not always enough; inconclusive = no clear call, values can overlap the other calls
BioA inh = blocks M. tuberculosis BioA enzyme activity; purified M. tuberculosis BioA enzyme, plate reader; inhibition, % at 9.99 µM; 360,000 tested, 0.096% active; in the data active = inhibition above about 40%; inconclusive = no clear call, values can overlap the other calls
FBA Mtb inh = Mtb fructose-bisphosphate aldolase inhibition; P9WQA3; purified M. tuberculosis FBA, fluorescence read-out; inhibition, % at 1 µM; 360,000 tested, 2.3% active; AID 588726; in the data active = inhibition above about 27%;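 note: 0% = vehicle and 100% = reference inhibitor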
Target sequence (P9WQA3 whole entry, looked up): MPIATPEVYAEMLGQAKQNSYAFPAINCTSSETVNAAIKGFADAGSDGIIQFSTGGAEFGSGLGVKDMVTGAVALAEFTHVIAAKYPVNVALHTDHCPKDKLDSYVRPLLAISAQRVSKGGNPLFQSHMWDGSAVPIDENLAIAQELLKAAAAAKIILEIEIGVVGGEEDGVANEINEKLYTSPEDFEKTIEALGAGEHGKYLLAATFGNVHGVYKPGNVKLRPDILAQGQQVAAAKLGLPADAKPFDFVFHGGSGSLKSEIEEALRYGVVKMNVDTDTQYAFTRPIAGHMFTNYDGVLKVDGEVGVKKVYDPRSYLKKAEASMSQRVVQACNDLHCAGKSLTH
BoNT-A LC inh2 = BoNT A light chain protease inhibition. AID 588499. multiplex microsphere protease substrate cleavage, flow cytometry. 360,000 tested, 0.17% active. inhibition, % at 10 µM; in the data active = inhibition above about 30%; inconclusive = no clear call, values can overlap the other calls; note: plate controls were buffer without enzyme for full effect and enzyme alone for no effect
BoNT-F LC inh = blocks Botulinum neurotoxin F light chain protease. Multiplex microsphere protease cleavage assay, flow cytometry. inhibition, % at 10 µM. 360,000 tested, 0.22% active; in the data active = inhibition above about 35%, passing the limit was not always enough; inconclusive = no clear call, values can overlap the other calls; note: plate controls were buffer without enzyme for full effect and enzyme alone for no effect
GDH-TPI inh = GDH-TPI coupled enzyme inhibition counter-screen; GDH-TPI coupled enzyme counterscreen, NADH absorbance; inhibition, % at 4.8 µM; 360,000 tested, 1.2% active; AID 588335;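 note: 0% = DMSO wells and 100% = wells lacking the enzyme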
CCHF vOTU inh = blocks the CCHF virus ovarian tumor domain protease; 370,000 tested, 0.55% active; CCHFV vOTU protease, Pep-AMC fluorescence; AID 651958; inhibition, % at 11.5 µM; note: 0% = vehicle wells with enzyme and 100% = no enzyme wells
PrPC surface inh = reduces human prion protein on the cell surface. cell surface PrPC, TR-FRET read-out. P04156. inhibition, % at 13.8 µM. 370,000 tested, 0.43% active; in the data active = inhibition above about 24%; note: 0% = median of the test wells and 100% = reference compound wells
Mtb UGM inh = Mtb UDP-galactopyranose mutase inhibition; purified UGM, fluorescence polarization probe displacement; inhibition, % at 10 µM; 320,000 tested, 0.06% active; AID 504406; in the data active = inhibition above about 10%, passing the limit was not always enough; inconclusive = no clear call, values can overlap the other calls
Target sequence (P9WIQ1 whole entry, looked up): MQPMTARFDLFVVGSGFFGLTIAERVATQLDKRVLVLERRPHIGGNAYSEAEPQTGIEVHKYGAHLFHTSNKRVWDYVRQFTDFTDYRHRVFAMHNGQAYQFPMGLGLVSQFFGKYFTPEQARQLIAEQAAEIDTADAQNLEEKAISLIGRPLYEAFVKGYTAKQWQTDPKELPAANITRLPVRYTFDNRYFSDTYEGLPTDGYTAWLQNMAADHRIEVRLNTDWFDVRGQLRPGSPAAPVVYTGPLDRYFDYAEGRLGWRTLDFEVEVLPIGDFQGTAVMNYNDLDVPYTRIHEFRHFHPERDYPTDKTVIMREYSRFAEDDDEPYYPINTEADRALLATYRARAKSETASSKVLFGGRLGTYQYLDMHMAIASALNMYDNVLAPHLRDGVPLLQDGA
* hit, by the source's call; ? = inconclusive; / = no result given; & = joins results of further samples. Cut-off read from the data, not from the text of the source, unless noted: active = inhibition above about 30%; inactive = the rest. No enrichment for hits, and some 4.8% of all compounds hit somewhere here.

SMILES	FadD28 binding	BioA inh	FBA Mtb inh	BoNT-A LC inh2	BoNT-F LC inh	GDH-TPI inh	CCHF vOTU inh	PrPC surface inh	Mtb UGM inh
Cn1c(NC(=O)c2ccc(C(C)(C)C)cc2)cc(=O)n(C)c1=O	0.9	1.0	4	-0.7	1	6	2	-3	2.1
O=C(O)CC(c1ccccc1)n1cccc1 (configuration not stated)	0.2	-4.6	2	-0.2	0	12	0	1	2.2
O=C(CSc1ccccn1)Nc1ccccc1F	-3.0	/	1	-0.7	3	-8	1	9	1.2
COc1ccc(S(=O)(=O)Cc2ccc(C(=O)N3CCc4ccccc4C3)o2)cc1	0.0	3.8	1	0.0	-18	12	-2	8	-1.9
Cc1cc2nnc(SCC(=O)NC3CCCCC3)n2c(N)n1	/	0.0	1	-0.6	2	9	5	7	2.0
Cc1c(C(=O)N2CCCC2)c(S(=O)(=O)N2CCCCC2)c(C)n1C	-2.3	-0.4	2	-1.4	-4	13	11	-11	3.0
CN(C)CCCNc1ncc(C(F)(F)F)cc1Cl	-1.8	/	2	0.0	-4	-5	-5	4	-1.0
COc1ccc(N(CC(=O)Nc2ccccc2C)S(=O)(=O)c2c(C)[nH]c(=O)[nH]c2=O)cc1	-2.7	-1.8	0	0.8	5	10	-5	2	-2.9
Nc1ccccc1SC/C=C/CSc1ccccc1N	2.7	0.6	2	0.7	1	11	5	10	3.0
N#Cc1nc(-c2ccc(Cl)cc2)oc1NCc1ccco1	-2.6	-1.9	175*	-0.3	3	7	-19	13	-3.2
CCOc1cc(/C=C2\SC(=Nc3ccccc3)N(c3ccccc3)C2=O)ccc1OCC(=O)O	-6.8	/	-4	-0.5	-6	28	12	-9	0.1
Cn1c(SCC(=O)N2CCOCC2)nnc1-c1ccc(NC(=O)c2ccccc2F)cc1	0.8	-1.0	0	2.7	-1	0	6	-2	-2.3

Some of the entries so far, in CSV form.
Molecule,FadD28 binding,BioA inh,FBA Mtb inh,BoNT-A LC inh2,BoNT-F LC inh,GDH-TPI inh,CCHF vOTU inh,PrPC surface inh,Mtb UGM inh
Cc1c(C(=O)N2CCCC2)c(S(=O)(=O)N2CCCCC2)c(C)n1C,-2.3,-0.4,2,-1.4,-4,13,11,-11,3.0
CN(C)CCCNc1ncc(C(F)(F)F)cc1Cl,-1.8,/,2,0.0,-4,-5,-5,4,-1.0
COc1ccc(N(CC(=O)Nc2ccccc2C)S(=O)(=O)c2c(C)[nH]c(=O)[nH]c2=O)cc1,-2.7,-1.8,0,0.8,5,10,-5,2,-2.9

(list continues)
SMILES	FadD28 binding	BioA inh	FBA Mtb inh	BoNT-A LC inh2	BoNT-F LC inh	GDH-TPI inh	CCHF vOTU inh	PrPC surface inh	Mtb UGM inh
COc1ccc(C)cc1NC(=O)N1CCC2(CC1)OCCO2	-0.6	/	2	-0.3	-4	-7	-13	7	1.1
COc1ccc([C@H]2CC(=O)C=C(c3cccc4c3Oc3ccccc3S4)C2)cc1OC	-0.9	-1.9	0	-0.2	-10	10	2	3	0.4
COc1ccccc1CNC(=O)COC(=O)Cc1c(Cl)cccc1Cl	-5.1	0.4	-9	0.4	6	4	-9	2	-1.2
Cc1nc2nc(C(F)(F)F)[nH]c2nc1C	-3.6	-0.8	-2	0.1	4	12	8	-7	/
CN(C)S(=O)(=O)c1ccc(C(=O)NC(=O)CSc2nnnn2C)cc1	-4.0	-1.9	-2	-0.4	-5	2	-9	5	-1.9
CCC(C)(C)n1nnnc1C(c1cc2ccc(OC)cc2[nH]c1=O)N1CCN(C2CCCCC2)CC1 (configuration not stated)	-1.6	/	9	?	-5	17	4	-6	0.3
C/C(=N\NC(=O)c1cccc(Br)c1)c1cccnc1	-0.2	0.5	1	-1.3	-2	10	12	4	-3.7
O=C(c1ccc(S(=O)(=O)N2CCCC2)cc1)N(c1ccccc1)C1C=CS(=O)(=O)C1 (configuration not stated)	-1.5	3.3	0	-0.8	0	-2	-6	0	-0.9
O=C(NCCN1CCN(Cc2ccccc2)CC1)C1c2ccccc2C(=O)N2CCc3ccccc3C12 (configuration not stated)	0.0	-3.4	-3	1.7	-20	-1	9	2	-2.9
CC(=O)N(C)N1c2ccccc2CCc2ccccc21	-3.4	/	-3	-0.5	-5	-14	14	15	-2.5
O=C(NCCCN1CCOCC1)C1COc2ccccc2O1 (configuration not stated)	-0.7	-0.6	-4	-1.1	-5	15	11	12	1.3
CCCCOc1ccc(N2C(=O)CC(N(O)c3ccccc3)C2=O)cc1 (configuration not stated)	-2.7	-2.1	0	-0.9	-18	8	-11	2	-0.5
O=C(CC1C(=O)NCCN1Cc1ccc(-c2ccccc2)cc1)NCc1ccccc1 (configuration not stated)	-5.2	-0.7	-2	0.9	5	-1	5	-2	1.7
COc1ccc(CCNc2nc(-c3sc(C)nc3C)cs2)cc1OC	0.6	/	-1	?	5	-2	-7	-4	-1.7
NC(=O)C1CCN(C(=O)c2ccc(NS(=O)(=O)c3ccc(F)c(F)c3)cc2)CC1	-2.6	1.0	-1	-0.2	7	-3	7	9	-1.8
COCc1nc2ccccc2n1Cc1c(F)cccc1Cl	-2.3	/	1	-0.2	3	-1	-18	4	1.0
Cc1ccc(C(=O)NCN2CCN(c3ccc(F)cc3)CC2)cc1	-2.5	-0.7	-3	-0.2	4	-3	1	3	-1.1
CC(=O)c1cc2c(cc1NC(=O)Cn1nc(C)c(C)c(C#N)c1=O)OCO2	-3.1	/	-1	2.7	13	9	21	-11	-3.3
O=C(NCc1cccnc1)c1cc(C(=O)C2CC2)c[nH]1	-1.2	/	3	-1.0	0	11	16	5	-2.7
O=S1(=O)CC(N2CCCC2)CN1Cc1cn(Cc2cccc(C(F)(F)F)c2)nn1 (configuration not stated)	/	/	/	-0.2	2	/	-8	3	/
CCOc1cccc(=O)c2c(C)n(Cc3ccccc3)c(C)c12	-4.0	/	-1	0.9	0	-3	8	-4	-1.3
CCN(C(=O)CSc1nc2ccccc2c(=O)n1-c1cccc(C)c1)C1CCS(=O)(=O)C1 (configuration not stated)	-0.3	/	-2	-1.2	-3	5	0	0	-2.3
CC(C)c1ccccc1NC(=O)C1C2C=CC(C2)C1C(=O)O (configuration not stated)	-3.7	-1.0	3	-4.7	?	-10	6	-3	0.3
O=C(NCc1ccccc1)C1=C[C@@H](c2ccc(Br)cc2)C[C@@H](OCCCCO)O1	-4.6	-0.9	0	0.0	-9	5	-8	5	4.0
COc1ccc(OC)c2sc(NC(=O)c3cccc(N4C(=O)CCC4=O)c3)nc12	-5.0	-1.1	-1	2.8	6	11	6	-3	2.9
O=C(OCC(=O)N1CCN(c2ccccc2)CC1)c1ccncc1	0.1	0.0	0	-0.8	-14	-3	-1	2	3.4
COC(=O)C1=C(C)NC(C)=C(C(=O)OC)C1c1ccccc1[N+](=O)[O-]	2.0	-0.4&-0.1	-2	-1.0	-3	6	0	1	-0.1
O=C(O)CC1Sc2nc3ccccc3n2C1=O (configuration not stated)	1.0	/	-1	-0.2	-3	6	-18	2	-1.0
c1ccc2cc(-c3cc4ccccn4c3)ccc2c1	0.7	-0.9	5	-3.3	-42	20	-2	3	0.4
CCOC(=O)C1=C(C)NC(=O)NC1c1ccc(N2CCC(c3ccccc3)=N2)cc1 (configuration not stated)	-2.1	-1.0	16	2.4	-2	-1	-14	6	0.8
COc1ccc(NC(=O)Cn2nc3n(c2=S)CCC3)cc1	0.0	0.6	4	-0.6	?	4	3	2	0.4
CC(=O)c1ccc(S(=O)(=O)NCCc2cn3ccc(C)cc3n2)cc1	-1.9	0.5	2	-0.8	-1	1	7	0	0.0
Cc1cccc(NC(=S)NC2CC3CCCC(C2)N3Cc2ccco2)c1 (configuration not stated)	-0.2	/	4	-0.5	1	0	-4	-6	-0.3
OC(CON=C1c2ccccc2-c2ccccc21)CN1CCNCC1 (configuration not stated)	-1.9	1.4	1	-0.1	-4	-7	1	-2	-0.4
CC(C)(C)C(=O)NC1=NCCS1	-3.1	0.4	0	-0.4	-10	-3	10	5	-2.7
CCCNC(=O)COC(=O)c1ccccc1C(=O)c1ccc(Cl)c([N+](=O)[O-])c1	-1.6	/	4	-0.3	0	1	-1	-16	1.7
CCOC(=O)N1CCN(C(=O)COC(=O)COc2c(C)cc(C)cc2C)CC1	-0.8	-1.2	2	3.6	5	10	-2	4	-0.1
O=C1CC(c2nc3ccccc3[nH]2)CN1Cc1ccccc1 (configuration not stated)	-2.7	3.7	-2	-0.7	-12	-3	-1	-3	4.6
O=C(Nc1nnc(SCc2c(Cl)cccc2Cl)s1)C1CC(=O)N(c2ccc3c(c2)OCCO3)C1 (configuration not stated)	0.4	/	1	-0.3	-4	4	-6	0	-3.2
Cc1ccc(SCc2ccc(C(=O)Nc3cccnc3)cc2)cc1	-5.6	/	-3	0.0	4	-8	-4	8	5.6
O=C(COC(=O)c1cc(S(=O)(=O)N2CCOCC2)ccc1F)NCCc1ccc(F)cc1	-2.7	-1.8	-1	-2.2	-3	3	0	-3	-0.4
Nc1cc(=O)[nH]c(SCC(=O)Nc2ccc(S(=O)(=O)N3CCOCC3)cc2)n1	-6.2	/	2	0.4	5	2	9	-2	2.9
CSc1nc2ccccc2c(=O)n1C1CCCCC1	0.0	0.7	3	3.4	-12	-3	11	-7	2.2
COc1ccc(N/C=C/C(=O)c2ccc(Oc3ncccn3)cc2)cc1	2.7	0.4	-1	0.5	-4	14	6	4	-0.6
Cc1cc2c(SCC(=O)Nc3ccccc3O)ncnc2s1	-4.2	-0.7	-2	1.1	1	5	4	-2	/
COc1ccc(C(C#N)N2N=C(C)CC2(C)C)cc1 (configuration not stated)	-3.6	-0.1	-5	-0.1	?	2	4	-2	-0.5
Cn1cccc1P(=O)(c1cccn1C)c1cccn1C	-1.4	/	0	0.1	-4	6	-18	1	1.5
O=C(NCc1ccco1)Nc1ccc2nsnc2c1	-2.9	1.0	17	0.9	2	17	-13	-35	4.1

Two entries from above in a different format:
SMILES,FadD28 binding,BioA inh,FBA Mtb inh,BoNT-A LC inh2,BoNT-F LC inh,GDH-TPI inh,CCHF vOTU inh,PrPC surface inh,Mtb UGM inh
CCCCOc1ccc(N2C(=O)CC(N(O)c3ccccc3)C2=O)cc1 (configuration not stated),-2.7,-2.1,0,-0.9,-18,8,-11,2,-0.5
O=C(CC1C(=O)NCCN1Cc1ccc(-c2ccccc2)cc1)NCc1ccccc1 (configuration not stated),-5.2,-0.7,-2,0.9,5,-1,5,-2,1.7

(cont.)
SMILES	FadD28 binding	BioA inh	FBA Mtb inh	BoNT-A LC inh2	BoNT-F LC inh	GDH-TPI inh	CCHF vOTU inh	PrPC surface inh	Mtb UGM inh
N#Cc1ccc(-c2nc3ccc(Br)cn3c2Cc2ccccc2)cc1	-1.6	3.6	0	1.8	1	7	2	19	/
Cc1ccc(C(=O)N/C(=C/c2ccc(Cl)cc2)C(=O)Nc2cccc(C(=O)O)c2)cc1	-2.7	0.1	-1	-0.2	7	0	10	0	0.7
C=CCC1(CN2CCCCCC2=O)C(=O)NC(=O)NC1=O	-3.4	0.0	2	-0.8	-10	-4	0	-5	1.9
CC1(C)C2([N+](=O)[O-])CN3CN(C2)CC1([N+](=O)[O-])C3	-1.2	-0.9	0	-0.5	2	4	-2	-4	2.1
C#CCOCCOCCOCCNc1nc(N2CCN(C(=O)[C@H](CCCN=C(N)N)n3cc(C(N)[C@H](C)CC)nn3)CC2)nc(N2CCN(C(=O)[C@H](CCCN=C(N)N)n3cc(C(N)[C@@H](C)CC)nn3)CC2)n1 (some centres not stated)	-3.5	0.1	0	0.2	-31	-4	/	/	0.8
COc1ccc(NS(=O)(=O)c2ccc(OC)c(N(C)S(=O)(=O)c3ccc(Cl)cc3)c2)cc1	-5.0	-0.4	-1	-0.2	-45	-2	12	13	3.5
COc1ccc(N(CC(=O)NC2CCCCC2)C(=O)CCCC(=O)Nc2ccccn2)c(OC)c1	-4.0	1.6	2	0.4	-2	-9	13	-7	-1.1
Cc1cccc(Nc2nnc(SCc3cc(=O)n4cc(C)ccc4n3)s2)c1	-2.4	-0.6	-1	0.8	-1	3	18	-6	1.2
CCOC(=O)CSc1nnc(CSc2nc3sc4c(c3c(=O)[nH]2)CCC4)n1-c1ccccc1	-0.6	/	3	0.5	2	-6	5	-7	2.9
COc1ccc(CN2CCN(C(=O)C3CCN(C(=O)Nc4ccccc4)CC3)CC2)cc1OC	-3.9	0.2	-1	-1.0	-2	-5	0	0	3.0
N#CCCN1CCN(C(=S)c2ccc(-c3ccc(Cl)c(Cl)c3)o2)CC1	-4.5	-0.5	-2	2.4	1	24	2	5	1.8
